GPR151 ag: activators of human GPR151 | PathHunter beta-arrestin GPR151 cells, luminescence | activation, % at 11.2 µM | 650,000 tested, 1% active | AID 1508602; in the data active = activation above about 4.9%;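 also: 0% = median of compound wells and 100% = cells with positive control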
Target sequence (Q8TDV0 whole entry, looked up): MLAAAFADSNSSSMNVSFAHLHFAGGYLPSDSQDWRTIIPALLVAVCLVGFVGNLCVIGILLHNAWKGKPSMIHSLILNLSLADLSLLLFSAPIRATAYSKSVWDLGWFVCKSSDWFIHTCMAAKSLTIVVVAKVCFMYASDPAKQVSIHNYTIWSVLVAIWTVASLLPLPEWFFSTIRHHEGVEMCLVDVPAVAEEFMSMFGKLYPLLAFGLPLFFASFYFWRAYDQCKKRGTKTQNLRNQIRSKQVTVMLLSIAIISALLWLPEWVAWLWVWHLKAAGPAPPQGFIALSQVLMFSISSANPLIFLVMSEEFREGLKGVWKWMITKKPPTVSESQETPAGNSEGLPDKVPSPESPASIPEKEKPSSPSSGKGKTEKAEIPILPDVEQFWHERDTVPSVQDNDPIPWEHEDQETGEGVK
FBW7 act: activators of human E3 ligase FBW7; normalized activity (activation), % at 26.1 µM; AlphaScreen FBW7–phospho-cyclin E peptide binding, activator screen; 650,000 tested, 0.13% active; in the data active = normalized activity above about 1.9%;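 also: purified mutant Fbw7 with reduced substrate affinity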
TEAD-YAP inh: TEAD-YAP interaction inhibition. HEK-TIYL cells, TEAD-Gal4/YAP UAS-luciferase luminescence. inhibition, % at 9.12 µM. 640,000 tested, 1.4% active. AID 1259422; in the data active = inhibition above about 32%;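 also: 0% = median of test compound wells and 100% = reference inhibitor wells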
MITF inh: inhibitors of human MITF. inhibition, % at 2.6 µM. AID 1259374. 650,000 tested, 0.91% active. O75030. AlphaScreen MITF homodimerization, bead proximity signal; in the data active = inhibition above about 50%;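 also: 0% = vehicle wells with protein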
Target sequence (O75030 whole entry, looked up): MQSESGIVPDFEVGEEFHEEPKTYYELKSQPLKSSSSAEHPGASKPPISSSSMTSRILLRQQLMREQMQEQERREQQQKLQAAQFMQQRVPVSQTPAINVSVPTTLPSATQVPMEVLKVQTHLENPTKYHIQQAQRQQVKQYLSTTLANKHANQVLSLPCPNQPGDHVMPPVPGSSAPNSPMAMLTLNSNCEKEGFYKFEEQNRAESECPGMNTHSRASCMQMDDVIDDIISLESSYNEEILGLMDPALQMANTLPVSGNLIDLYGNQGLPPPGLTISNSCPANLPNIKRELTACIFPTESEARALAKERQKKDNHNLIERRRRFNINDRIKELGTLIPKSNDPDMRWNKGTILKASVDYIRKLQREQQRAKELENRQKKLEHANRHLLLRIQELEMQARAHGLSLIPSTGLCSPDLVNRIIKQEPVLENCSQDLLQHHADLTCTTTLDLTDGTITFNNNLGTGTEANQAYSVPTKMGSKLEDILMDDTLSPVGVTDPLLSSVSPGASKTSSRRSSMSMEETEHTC
An asterisk follows results filed as active; & = joins results of further samples.

Under each structure: GPR151 ag, FBW7 act, TEAD-YAP inh, MITF inh
1) COCCN1C(=O)c2ccccc2C(C(=O)Nc2nc3ccc(OC)cc3s2)C1c1ccc(F)cc1 (stereo not given)
→ -2.0, 0.6, 10.2, 14.4
2) COc1cc(Nc2nc(-c3cccc(C(C)=O)c3)ncc2C)cc(OC)c1OC
→ 0.8, 0.5, -6.2, 14.7
3) COCCCNC(=O)Cn1cnc2sc(C(=O)N3CCC(Cc4ccccc4)CC3)c(C)c2c1=O
→ -1.4, -0.2, -2.4, -5.2
4) Cc1cc(C)n(-c2cc(N3CCN(C(=O)Cc4noc5ccccc45)CC3)nc(C)n2)n1
→ -0.8, -0.2, 12.4, 3.6
5) CN(CC(=O)N1CCc2ccccc21)S(=O)(=O)c1ccc(Br)s1
→ 0.6, 0.1, -0.1, 9.6
6) O=S(=O)(Nc1ccc(Br)cn1)c1ccc(F)cc1
→ 0.2, 0.3, -7.5, -12.5
7) CNC(=S)N/N=C(\C)c1ccc(Cl)s1
→ 0.4, 0.0, 13.6, 9.5
8) O=C(COC(=O)CNC(=O)c1ccccc1F)Nc1ncc(C(F)(F)F)cc1Cl
→ 0.7, 0.2, 5.6, 16.3
9) Brc1ccc(-n2cc(-c3ccccc3)c3c(NCc4cccnc4)ncnc32)cc1
→ -0.5, -0.1, -10.7, 8.9
10) CC(C)C(=O)Nc1cccc(-c2cnc3ccccc3n2)c1
→ 1.5, 0.0, -19.6, 7.0
11) CCOC(=O)C(C)COC(=O)c1cccc(C(=O)OCC(C)C(=O)OCC)n1 (stereo not given)
→ 0.6, 0.0, 0.2, -5.4
12) CCCCC(c1nnnn1C1CCCCC1)N1CCN(CC)CC1 (stereo not given)
→ 0.0, 0.1, 5.8, 9.5
13) CCc1ccc(NC(=O)N(C2CCC(C)CC2)C2CCN(C(C)=O)CC2)cc1 (stereo not given)
→ 1.7, 0.0, -27.1, 15.0
14) CCC(Sc1nc(-c2cccc(OC)c2)c(C#N)c(=O)[nH]1)C(=O)Nc1ccc(S(N)(=O)=O)cc1 (stereo not given)
→ 1.2, 0.0, 9.2, 9.7
15) COc1cn(CC(=O)Nc2ccc(Cl)cc2)c(CSc2ccc(F)cc2)cc1=O
→ 1.5, 0.1, 20.6, -12.0
16) Clc1ccc(CN2CCN(Cc3ccc(Cl)cc3)C2C2CC=CCC2)cc1 (stereo not given)
→ 2.4, 0.2, -23.2, -8.2
17) CCCn1nnnc1SCC(=O)NCc1ccc(OC)cc1
→ 0.2, 0.0, -9.1, -1.7
18) Cc1ccccc1CC1(CO)CCCN(C(=O)CCN2CCCO2)C1 (stereo not given)
→ -1.3, 0.2, -17.0, -0.1
19) CC(C(=O)N1CCc2ccccc2C1)N(c1ccc(Cl)cc1)S(C)(=O)=O (stereo not given)
→ 2.5, -0.1, -2.2, 5.2
20) Cc1ccc(/C=C/C(=O)Nc2ccc3nc(N4CCCCC4)cc(C)c3c2)cc1
→ 0.1, 0.0, -12.6, -6.4
21) Cc1ccc2cnn(CC(=O)N3CCN(C)CC3)c2c1
→ 1.3, 0.0, -21.8, -1.0
22) CCC(C)(C)NC(=O)C(c1cccc(OC)c1)N(C(=O)Cn1nnc2ccccc21)C1CC1 (stereo not given)
→ 1.2, -0.3, -29.4, -8.9
23) CSc1ccc(C(=O)Nc2ccc3sc(C)nc3c2)cc1
→ -1.7, 0.1, 8.3, 12.3
24) CCCSc1cc(NCCCO)c([N+](=O)[O-])c2nonc12
→ 2.3, -0.1, -1.0, 1.2
25) CCc1nc2sccn2c(=O)c1C(=O)NCc1ccc(Cl)nc1
→ -0.8, 0.1, 5.6, 21.1
26) COc1cc(NC(=O)c2sc3ncn(CC(=O)N4CCCC(C)C4)c(=O)c3c2C)cc(OC)c1OC (stereo not given)
→ -1.4, 0.5, -0.8, 5.3
27) OC(COCc1ccc2c(c1)OCO2)CN1CCCCC1 (stereo not given)
→ -0.7, 0.0, -3.9, -1.1
28) CCc1ccc(C(=O)CSc2nc(N)cc(=O)[nH]2)cc1
→ -0.8, -0.2, 5.5, 4.8
29) Cc1cc(NC2CCN(Cc3ccccc3)CC2)nc(Oc2ccccc2)n1
→ 0.0, -0.1, 26.9, 10.5
30) CN(CCOc1ccc(Cl)cc1)CC(O)c1ccccc1 (stereo not given)
→ 0.3, -0.2, 12.1, 23.0

Complete entries, looked up by structure.
`CCCSc1cc(NCCCO)c([N+](=O)[O-])c2nonc12` reads GPR151 ag: 2.3; FBW7 act: -0.1; TEAD-YAP inh: -1.0; MITF inh: 1.2
`Brc1ccc(-n2cc(-c3ccccc3)c3c(NCc4cccnc4)ncnc32)cc1` reads GPR151 ag: -0.5; FBW7 act: -0.1; TEAD-YAP inh: -10.7; MITF inh: 8.9

The listing continues.
Under each structure: GPR151 ag, FBW7 act, TEAD-YAP inh, MITF inh
31) Cc1ccccc1C(=O)NNC(=O)c1ccccc1C(=O)c1ccccc1
→ 1.7, 0.3, 1.4, 3.0
32) COc1ccc(C/C(C)=N/Nc2nc3ccccc3[nH]2)cc1
→ -0.5, 0.4, -44.9, 67.0*
33) COC(=O)Cc1ccc(N(Cc2ccccc2F)S(=O)(=O)c2cccc([N+](=O)[O-])c2)cc1
→ 0.4, -0.2, -3.4, 1.2
34) O=C(c1ccccc1)c1ccc(C(=O)N2CCN(c3ccccc3)CC2)o1
→ 0.2, -0.2, -28.7, -3.6
35) CN1C(=O)CC(N2CCN(C34CC5CC(CC(C5)C3)C4)CC2)C1=O (stereo not given)
→ 1.5, 0.1, -2.5, 3.9
36) Cc1ccc2nc(C3CCN(S(C)(=O)=O)CC3)[nH]c2c1
→ 0.1, 0.0, -0.7, 4.3
37) Brc1ccc(-c2cc3ccccn3c2)cc1
→ 2.1, 1.4, -42.6, -2.1
38) CSc1ccccc1NC(=O)COc1ccc2c(=O)c(Oc3ccccc3)coc2c1
→ -1.1, -0.1, -1.1, 14.8
39) Cc1ccc(OCC(=O)Nn2cnnc2)cc1C
→ 0.2, 0.1, 1.2, 7.5
40) CC1CCN(C(=O)c2cccc3c2-c2ccccc2/C3=N\NC(N)=O)CC1
→ 3.6, 0.1, 3.0, 2.2
41) Nc1c(Cl)cc(NC(=O)CCCC(=O)O)cc1Cl
→ -0.5, -0.1, -1.9, -18.9
42) CCC(c1nnc(SCC(=O)N2CCOCC2)n1C1CCCCC1)N(C)C (stereo not given)
→ -0.1, 0.0, -0.2, -1.1
43) CCOC(=O)C1CCN(C(=O)NCc2noc3ccc(C)cc23)CC1
→ 0.7, 0.1, 10.0, 3.5
44) COc1c(Br)cc2c(cc(C)n2C)c1O
→ 0.8, 0.0, 10.2, 16.4
45) Cc1cccc(C)c1NC(=O)C(C(F)(F)F)C(F)(F)F
→ -0.1, 0.0, 11.3, 12.3
46) CN1C(=O)CC(C(=O)O)SC1=Nc1cccc(F)c1 (stereo not given)
→ 3.0&-1.1, 0.0&0.1, 6.8&1.9, 2.3&21.6
47) COc1c(N)cc2c(C)c(C(=O)N3CCOCC3)oc2c1OC
→ 0.6, -0.5, 3.6, -0.8
48) Cc1ccc2nsnc2c1NC(=O)COc1ccc(Cl)cc1
→ -0.4, 0.1, -6.4, 3.4
49) Cc1ccc(C(=O)Nc2nc3ccccc3n2CCN2CCCC2)cc1
→ 0.1, -0.2, -48.3, 8.3
50) COC(=O)c1ccccc1NC(=O)CNC(=O)Cn1cnc2sc3c(c2c1=O)CCCC3
→ 0.2, 0.0, -2.5, -8.1
51) Brc1cccc(/C=N/Nc2nnnn2-c2cccc3ccccc23)c1
→ 2.7, 0.1, -0.7, -2.8
52) Cc1ccc(N(C(C)C(=O)Nc2ccccc2F)S(C)(=O)=O)cc1 (stereo not given)
→ -0.4, -0.1, 4.0, 0.1
53) O=C1C=Cc2ccc(Br)c3cccc1c23
→ 0.9, -0.3, 6.2, 15.8
54) COCCCNC(=O)C(C)Oc1ccc(C(C)(C)C)cc1 (stereo not given)
→ -0.4, 0.5, -6.1, 9.0
55) Cc1ccc(NC(=O)CN(C)C(=O)c2n[nH]c(=O)c3ccccc23)cc1
→ 2.3, -0.2, 1.9, -5.0
56) CN(Cc1nc(NCc2cccs2)c2ccccc2n1)[C@@H]1CS(=O)(=O)C[C@H]1O
→ -0.7, 0.3, -8.1, 19.5
57) O=C(Nc1nc(CSc2nc3ccccc3s2)cs1)C1CC1
→ 0.1, -0.2, -8.9, -1.7
58) CCOC(=O)N1CCC(NC(=O)C2CC23CCN(CCC(C)c2ccc(C)o2)CC3)CC1 (stereo not given)
→ -0.1, 0.1, 6.7, -11.6
59) O=C(CSC1=NCCN1)NC(c1ccccc1)c1ccccc1
→ 2.5, 1.3, 2.9, 17.6
60) O=C1CC(c2ccc(Br)cc2)=NO1
→ -0.4, 0.1, -7.8, 19.0

Structures listed so far with a thiophene ring, fused or not (6):
Under each structure: GPR151 ag, FBW7 act, TEAD-YAP inh, MITF inh
3) COCCCNC(=O)Cn1cnc2sc(C(=O)N3CCC(Cc4ccccc4)CC3)c(C)c2c1=O
→ -1.4, -0.2, -2.4, -5.2
5) CN(CC(=O)N1CCc2ccccc21)S(=O)(=O)c1ccc(Br)s1
→ 0.6, 0.1, -0.1, 9.6
7) CNC(=S)N/N=C(\C)c1ccc(Cl)s1
→ 0.4, 0.0, 13.6, 9.5
26) COc1cc(NC(=O)c2sc3ncn(CC(=O)N4CCCC(C)C4)c(=O)c3c2C)cc(OC)c1OC (stereo not given)
→ -1.4, 0.5, -0.8, 5.3
50) COC(=O)c1ccccc1NC(=O)CNC(=O)Cn1cnc2sc3c(c2c1=O)CCCC3
→ 0.2, 0.0, -2.5, -8.1
56) CN(Cc1nc(NCc2cccs2)c2ccccc2n1)[C@@H]1CS(=O)(=O)C[C@H]1O
→ -0.7, 0.3, -8.1, 19.5

The list goes on.
Under each structure: GPR151 ag, FBW7 act, TEAD-YAP inh, MITF inh
61) CC1CCCN(CC(=O)Nc2ccc(Cl)c(N)c2)C1 (stereo not given)
→ 0.3, -0.1, -11.0, -6.8
62) CC(C(=O)Nc1nnc(C2CC2)s1)N1C(=O)c2ccccc2C1=O (stereo not given)
→ 1.2, -0.1, 6.6, 11.0
63) COc1ccc(/C=C(\C#N)C(=O)Nc2ccc(Cl)cc2[N+](=O)[O-])c(OC)c1
→ -0.7, 0.0, -3.2, 16.4
64) Fc1ccccc1COn1nnc2ccccc21
→ -0.9, -0.1, -38.7, 6.3
65) COc1ccc(C2C(C(=O)NC3CCCCC3)c3ccccc3C(=O)N2c2ccc(OC)cc2)cc1 (stereo not given)
→ 0.4, -0.1, -8.6, 2.0
66) CC1(c2ccccc2)CC(C)(C)N(C(=O)C(F)(F)F)c2ccccc21 (stereo not given)
→ 0.9, 0.0, 12.5, 8.3
67) COc1cc2nc(-c3c(C)nn(C)c3C)nc(N)c2cc1OC
→ 1.5, 0.1, 7.4, 12.0
68) O=C(NCCN1CCOCC1)c1cccc(-c2ccc(N3CCOCC3)nc2)n1
→ 2.4, -0.1, -1.3, -7.2
69) CC(C)(C)c1ccccc1OCC(=O)Nc1ccccc1
→ 3.0, -0.1, -11.7, -8.9
70) O=C(CSc1ccc(-c2cccnc2)nn1)Nc1ccc(Cl)cc1
→ 1.2, 0.2, 7.2, -11.2
71) COc1ccc(/C=C2\C=C(c3ccccc3)N(c3ccc(C(C)(C)C)cc3)C2=O)cc1
→ 1.2, 0.1, -4.7, 1.7
72) COc1ccc(C(=O)NCc2nnc(SCC(=O)N3N=C(c4cccs4)CC3c3ccc(F)cc3)n2C)cc1OC (stereo not given)
→ -0.4, -0.3, 30.4, -0.3
73) O=C(O)CCCCCNC(=O)c1ccccc1
→ -1.8, -0.1, -1.9, 8.8
74) CC(=O)NC1=NN(C(C)=O)C(c2ccc3c(c2)OCO3)S1 (stereo not given)
→ -0.7, -0.1, 10.8, 10.5
75) COc1ccc(-c2cn3c4c(=O)n(C)c(=O)n(C)c4nc3n2-c2ccc(OC)c(OC)c2)cc1
→ -0.4, 0.6, 9.1, 13.2
76) C/C(=N\N=C1/NC(=O)C(Cc2ccccc2[N+](=O)[O-])S1)c1ccccc1 (stereo not given)
→ 0.5, 0.0, 6.9, 11.0
77) CC(C)CC(NC(N)=O)C(=O)NCCc1ccc(Cl)cc1 (stereo not given)
→ -1.5, 0.1, -5.4, -3.1
78) Cc1cccc(C(=O)NC(=S)NCc2cccnc2)c1
→ -0.9, -0.2, 15.1, 0.1
79) O=C(O)COCC(=O)N1CCC(c2nc(-c3ccc4c(c3)OCO4)c3ccccn23)CC1
→ 0.0, -0.9, 6.4, 15.7
80) O=C(O)c1cccc(C(=O)Nc2cccc(NC(=O)C3CCCO3)c2)c1 (stereo not given)
→ -1.4, 0.0, -1.9, 3.4
81) COCCCn1c(=O)[nH]c2ncc(-c3cc(OC)c(OC)c(OC)c3)nc21
→ 6.0*, -0.6, -9.8, 9.2
82) CCOCCCNC(=O)C1CCN(Cc2ccccc2O)CC1
→ 1.4, 0.0, 2.6, 7.7
83) CS/C(N)=C(\C#N)C(c1ccccc1Cl)C(C#N)C(=O)Nc1ccccc1 (stereo not given)
→ -1.5, -0.1, -1.2, -16.6
84) CCOC(=O)c1ccc(N2C(=O)C3C4C=CC(CO)(O4)C3C2=O)cc1 (stereo not given)
→ -0.7, 0.1, 6.9, 11.9
85) COCCN1CCCc2ccc(NS(=O)(=O)Cc3ccc(Cl)cc3)cc21
→ -1.1, 0.0, 10.0, 2.0
86) COc1ccc(-c2csc(NNC(C)=O)n2)cc1
→ 0.1, -0.3, -5.2, 5.2
87) CCOC(=O)c1c(-c2ccc(C)cc2)csc1N1C(=O)CCC1=O
→ 0.8, -0.3, 1.4, -12.6
88) O=C(CCn1nnc2ccccc2c1=O)NCCc1ccccc1
→ 1.0, 1.1, 4.9, -5.8
